Screening results as filed in PubChem.
esBAF inh: blocks esBAF chromatin remodeling in mouse ES cells; reporter increase, % at 12.5 µM; Bmi1-luciferase knock-in reporter, 24 h; 100% = twice the neutral-well signal; 350,000 compounds, 2% hits; in the data active means activation above about 40%; inconclusive means no clear call, values can overlap the other calls;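 further: 0% = median of the plate's neutral control wells and 100% = double that signal; a rise in the Bmi1 reporter signal indicates esBAF inhibition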
ERp5 block: inhibitors of human ERp5. ERp5 insulin aggregation, absorbance 650 nm, 90 min. Q15084. 350,000 compounds, 0.05% hits. inhibition, % at 9.99 µM;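 active means mean replicate inhibition above about 25%, with every replicate also reaching it, limit read from the data, passing the limit was not always enough; inconclusive means only one of those two criteria met; inactive means neither criterion met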
E-selectin induc: E-selectin induction on HUVECs | P16581 | HUVEC E-selectin immunofluorescence imaging; normalized: neutral wells 0, TNF-alpha wells 100 | activation, % at 7.58 µM | 260,000 compounds, 0.37% hits;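 active means mean E-selectin-positive cell signal at least 10% of the positive control, reached in at least 60% of replicates, without over 20% cell loss; inconclusive means no rule given, readout overlaps actives, possibly toxicity-flagged; inactive means the rest, including those meeting only one limit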;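 further: in these data hits start at about 27%; measured in HUVEC primary endothelial cells; signal is the percent of cells scored E-selectin positive by PE staining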
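Material: HUVEC primary endothelial cells; Amount: 3,000 cells per well; Dosing: single concentration; Medium: EGM-2 growth medium on 0.1% gelatin-coated wells; Read-out basis: percent E-selectin-positive cells; Signal: immunofluorescence imaging; Control set: TNF-alpha, DMSO.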
PglD inh: inhibitors of Campylobacter jejuni PglD acetyltransferase; inhibition, % at 12.5 µM; purified PglD enzyme, DTNB colorimetric CoA detection; 360,000 compounds, 0.098% hits; in the data active means inhibition above about 16%, passing the limit was not always enough; inconclusive means no clear call, values can overlap the other calls; further: strong numbers were not always called active
RAD54 inh: blocks human RAD54 Holliday junction branch migration. inhibition, % at 10.4 µM. FAM/BHQ fluorescence. Q92698. AID 602329. 360,000 compounds, 0.14% hits;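 active means mean normalized replicate activity at least 40 and at least half of replicates scoring 40 or more; inconclusive means only one of the two criteria met; inactive means mean below 40 and under half of replicates reaching 40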;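 further: 0% = median of neutral control wells and 100% = median of positive control wells; inhibitors cause a drop in the FAM fluorescence signal; in these data hits start at about 50%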
Target sequence (Q92698 whole entry, looked up): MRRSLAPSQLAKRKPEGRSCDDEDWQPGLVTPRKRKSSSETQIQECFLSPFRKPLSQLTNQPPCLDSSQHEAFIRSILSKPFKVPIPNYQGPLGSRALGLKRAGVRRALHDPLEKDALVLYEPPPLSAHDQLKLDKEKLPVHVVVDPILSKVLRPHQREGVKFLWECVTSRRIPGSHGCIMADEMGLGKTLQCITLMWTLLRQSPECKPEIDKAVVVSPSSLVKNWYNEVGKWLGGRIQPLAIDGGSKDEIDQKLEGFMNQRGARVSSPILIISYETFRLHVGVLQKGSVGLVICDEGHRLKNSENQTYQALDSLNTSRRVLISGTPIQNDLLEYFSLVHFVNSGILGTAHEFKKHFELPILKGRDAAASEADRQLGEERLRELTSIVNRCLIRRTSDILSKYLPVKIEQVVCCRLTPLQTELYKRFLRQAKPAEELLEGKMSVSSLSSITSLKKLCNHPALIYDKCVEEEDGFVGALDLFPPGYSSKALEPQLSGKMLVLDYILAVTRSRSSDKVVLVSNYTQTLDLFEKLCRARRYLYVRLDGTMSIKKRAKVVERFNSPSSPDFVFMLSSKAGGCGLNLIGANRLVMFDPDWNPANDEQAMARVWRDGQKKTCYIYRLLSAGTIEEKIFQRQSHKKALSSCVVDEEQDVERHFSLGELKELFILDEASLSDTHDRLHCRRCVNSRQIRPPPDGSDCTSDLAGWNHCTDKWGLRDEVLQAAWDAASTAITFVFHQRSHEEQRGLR
Casp6 inh: caspase-6 (human) enzyme inhibition; P55212; purified caspase-6, Z-VEID-R110 cleavage fluorescence; inhibition, % at 12.5 µM; 350,000 compounds, 0.53% hits; AID 686996;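 active means mean inhibition across replicates at least about 35%, with every replicate also reaching that limit, limit read from the data; inconclusive means only one of the two criteria met; inactive means neither criterion met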;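 further: 0% = median of neutral control wells and 100% = no fluorescence left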
Target sequence (P55212 24-179 limits assumed): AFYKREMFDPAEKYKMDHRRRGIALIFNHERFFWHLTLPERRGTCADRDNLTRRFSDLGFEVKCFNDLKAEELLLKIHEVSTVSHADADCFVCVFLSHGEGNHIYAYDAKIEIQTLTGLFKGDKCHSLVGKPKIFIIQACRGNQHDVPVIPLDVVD
Target sequence (P55212 194-293 limits assumed): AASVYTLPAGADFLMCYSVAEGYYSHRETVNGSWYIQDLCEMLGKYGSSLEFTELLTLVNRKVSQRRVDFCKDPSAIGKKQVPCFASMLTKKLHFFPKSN
RAD52 inh: RAD52 (human) annealing inhibition; P43351; recombinant RAD52 DNA annealing, FRET fluorescence; inhibition, % at 18.7 µM; 360,000 compounds, 0.46% hits; AID 651710;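 active means every replicate showing at least 50% inhibition; inconclusive means mean inhibition at least 50% but not in every replicate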
ARNT-TACC3 inh: ARNT/TACC3 interaction disruption. Q9Y6A5. AlphaScreen His-ARNT PAS-B/GST-TACC3 binding, luminescence; TACC3 fragment carries E629A point mutation. inhibition, % at 9.99 µM. 390,000 compounds, 0.66% hits. AID 623870;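 active means mean inhibition of replicates at least 50% and at least half of replicates each reaching 50%; inconclusive means half or more replicates reach 50% but mean below 50%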;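 further: 0% = complete ARNT plus TACC3 wells and 100% = ARNT alone without TACC3; many hits fall short of the cut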
* marks the source's active call; other numbers are inactive results; ? = inconclusive; / = no result given; & = joins results of further samples.

SMILES | esBAF inh | ERp5 block | E-selectin induc | PglD inh | RAD54 inh | Casp6 inh | RAD52 inh | ARNT-TACC3 inh
O=C(O)C[C@@H]1C[C@H]2c3cc(NC(=O)C4CCC4)ccc3O[C@H]2[C@@H](CO)O1 | / | 2 | 0.0 | / | / | 1 | 0 | /
COc1ccc(-n2c(Cc3cccn3C)nnc2SCC(N)=O)cc1 | 0 | -8 | -0.2 | 1 | -11 | 0 | -3 | 4
COc1ccc(-c2c3c(=O)n(C)c(=O)n(C)c3cn2-c2ccc(O)cc2)cc1 | 4 | 0 | 0.0 | 4 | 4 | 5 | -1 | -2
CN(C)C(=O)c1cccc(-c2ccc3c(c2)[C@H]2[C@H](CCN2C(=O)c2ccc4c(c2)OCO4)[C@H](CO)N3)c1 | 0 | / | -0.2 | 0 | 2 | / | / | 27
COc1ccc(C(CNC(=O)COc2ccccc2C)N2CCCCC2)cc1 (centres undefined) | -5 | 4 | / | -2 | -7 | -3 | -8 | -8
CCOC(=O)Oc1ccc(/C=C2\N=C(C)OC2=O)cc1 | 0 | 4 | / | -1 | -7 | -1 | -2 | -10
CCCNC(=O)N1[C@@H](C#N)[C@@H](c2ccc(-c3cccnc3)cc2)[C@@H]1CO | -3 | 4 | -0.5 | 1 | 8 | 1 | 2 | 14
O=C(Nc1ccccc1)c1ccc(=O)n(Cc2cccc(Cl)c2)c1 | / | -4 | 7.6 | / | / | 2 | -1 | 34
O=C(Cc1ccc(Cl)cc1)NNC(=S)NC(=O)c1cccs1 | -3 | -2 | / | / | / | 1 | -13 | -1
NC(=O)c1ccccc1OCc1nc2ccccc2s1 | 16 | 2 | 2.2 | -3 | 1 | 1 | -5 | 2
O=C(Nc1nc2ccccc2n1CCOc1ccccc1)c1ccco1 | 13 | / | / | 5 | 3 | / | / | 22
O=C(O)/C=C\C(=O)Nc1ccccc1C#Cc1ccccc1 | 56* | / | / | 1 | 4 | / | / | -5
CN1CCN(C(=O)[C@@H]2[C@@H](CO)[C@@H]3Cn4c(cccc4=O)[C@H]2N3Cc2ccncc2)CC1 | 0 | 1 | 0.1 | 2 | 17 | -1 | 2 | 0
CC1CCN(C2CCN(S(=O)(=O)c3ccc(C(F)(F)F)cc3)CC2)CC1 | 5 | 0 | 0.0 | -2 | -2 | -3 | -9 | /
COCC(=O)N(C)C[C@@H]1Oc2cc(-c3ccncc3)ccc2S(=O)(=O)N([C@H](C)CO)C[C@@H]1C | 0 | -5 | 1.6 | -3 | -10 | 2 | -9 | 1
CCNC(=O)C[C@@H]1CC[C@@H]2[C@H](COc3ccc(NC(=O)Nc4cccc(OC)c4)cc3C(=O)N2C)O1 | 8 | / | 0.0 | -3 | 6 | / | / | -8
C[C@@H]1CN([C@H](C)CO)C(=O)c2cccc(NC(=O)Nc3ccc(F)cc3)c2O[C@H]1CN(C)S(=O)(=O)c1ccc(F)cc1 | -1 | -4 | -0.2 | -3 | 3 | / | 11 | -4
C[C@H](CO)N1C[C@H](C)[C@H](CN(C)C(=O)CCCN(C)C)OCCCC[C@H](C)Oc2ccc(NC(=O)Cc3ccccc3)cc2C1=O | 4 | -5 | / | 5 | 1 | -1 | 4 | -1
CNC(=O)C[C@H]1CC[C@H]2[C@@H](COC[C@H](O)CN2Cc2ccc(C(F)(F)F)cc2)O1 | 4 | 2 | -0.1 | 2 | 5 | -3 | 8 | -5
COC(=O)C[C@H]1C[C@H]2c3cc(NS(=O)(=O)c4ccc(OC)cc4)ccc3O[C@H]2[C@H](CO)O1 | 1 | 4&10 | 0.1 | -1 | -9 | 2&0 | -10&-5 | /
COc1ccc(C#Cc2cnc3c(c2)C(=O)N([C@@H](C)CO)C[C@@H](C)[C@@H](CN(C)C)O3)cc1 | -5 | 1 | 0.4 | 1 | 18 | -9 | 31 | -13
CCCn1c(N)c(C(=O)CN(C)CC(=O)Nc2c(Cl)cccc2Cl)c(=O)[nH]c1=O | -9 | 1 | / | 0 | 5 | 3 | -9 | 3
CCCSc1ccc2nc(NC(=O)OC)[nH]c2c1 | 27 | -1 | 3.3 | 1 | -11 | -3 | -12 | -2
CS(=O)(=O)c1ccc2nc(NC(=O)CN3CCN(Cc4ccccc4)CC3)sc2c1 | -1 | / | / | 2 | 1 | / | / | -5
Cc1ccc(S(=O)(=O)NC(=O)N2CCCC(C)(C)C2)cc1 | 0 | / | / | 0 | -10 | / | / | -2
SMILES | esBAF inh | ERp5 block | E-selectin induc | PglD inh | RAD54 inh | Casp6 inh | RAD52 inh | ARNT-TACC3 inh
Cc1ccc(S(=O)(=O)Nc2ccc3c(c2)CC(=O)N([C@@H](C)CO)C[C@H](C)[C@H](CN(C)Cc2ccncc2)O3)cc1 | 1 | 2 | 1.9 | -3 | 3 | 0 | -6 | -5
N#C[C@@H]1[C@H](c2ccccc2C2=CCCC2)[C@@H](CO)N1C(=O)Cc1ccncc1 | / | 2 | 0.0 | / | / | 3 | -1 | /
CCOC(=O)c1c(NC(=O)c2ccc(N3C(=O)C4C5C=CC(C5)C4C3=O)cc2)sc2c1CCCC2 (centres undefined) | 3 | / | / | -4 | -10 | / | / | -19
CC(=O)Nc1ccc(NC(=O)C(C)OC(=O)c2c(C)nn(-c3ccccc3)c2Cl)cc1 (centres undefined) | -5 | 11 | / | -2 | -13 | 0 | -21 | /
Cc1ccccc1S(=O)(=O)NC(=NCc1ccc(F)cc1)c1ccccc1 | -9 | -3 | -0.5 | 1 | -9 | -1 | -10 | -5
COc1ccc(C(=O)NNC(=O)C(=O)N2CCCCC2)cc1OC | 0 | -2 | / | 2 | 5 | 1 | -9 | -10
COC(=O)[C@H](C)N(Cc1ccc(Cl)c(Cl)c1)S(=O)(=O)CCNC1CCCC1 | 2 | / | / | -2 | 2 | / | / | 1
COc1ccc2oc(=O)c(C(=O)Nc3ccccc3O)cc2c1 | -28 | 1 | -0.2 | / | / | -2 | -9 | -2
O=C(Nc1ncccc1Cl)c1cc2ccccc2o1 | ? | 3 | 0.2 | 3 | -1 | 0 | -20 | 5
COc1ccc(NS(=O)(=O)c2ccc3[nH]c(=O)[nH]c3c2)cc1OC | -4 | 1 | -0.3 | 0 | -10 | 0 | -20 | -5
CC(=O)Nc1ccc(C(=S)NCc2ccco2)cc1 | 7 | 0 | / | 8 | -6 | 0 | -7 | -3
CCC(=O)c1c(NCCc2ccccc2)cc(C)oc1=O | / | 4 | / | / | / | 2 | 1 | 1
COc1ccc2nc(N3CCOCC3)cc(C)c2c1 | 10 | / | / | 4 | 2 | / | / | 5
Cc1cccc(C)c1Nc1nnc(SCC(=O)Nc2cc(S(=O)(=O)N3CCCCC3)ccc2Cl)s1 | / | -6 | 4.7 | / | / | -3 | -17 | 4
CCc1cc2c(=O)c(-c3ccc4c(c3)OCCO4)coc2cc1OS(C)(=O)=O | 26 | 6 | / | -5 | 2 | -2 | -31 | /
OCC1(Cc2cccc(C(F)(F)F)c2)CCN(Cc2cc(F)cc(F)c2)CC1 | -2 | 4 | 0.0 | -5 | 3 | / | 0 | 5
Cc1ccc(C(c2sc3nc(C)nn3c2O)N2CCN(c3ccccc3F)CC2)cc1 (centres undefined) | -9 | / | / | 3 | -5 | / | / | 6
O=Cc1ccc(N2N=C(c3ccccc3)CC2c2ccccc2)cc1 (centres undefined) | 1 | 1 | 0.2 | -3 | 1 | -3 | -71 | -36
COc1ccc(/C=C/C(=O)Nc2ccccc2Cl)cc1S(=O)(=O)N1CCOCC1 | 17 | 0 | -0.2 | 2 | 9 | -2 | -2 | -1
c1cc2c(cc1CN1CCN(C3CCCCCC3)CC1)OCO2 | 5 | 1 | / | -2 | 9 | -4 | -6 | -2
CC(C)(C)Sc1ccc2nc3c(n2c1)CCCC3 | 5 | / | / | 4 | -7 | / | / | -5
COC(=O)C1=C(C)N(Cc2ccc(C)cc2)C(=O)/C1=C\c1cc(OC)c(OC)c(OC)c1 | / | 1 | 1.8 | / | / | 1 | -35 | 6
C[C@@H](NC(=O)[C@@H]1Cc2ccccc2CN1C(=O)OC(C)(C)C)C(=O)NCc1ccco1 | -2 | 2 | / | -2 | 4 | -2 | -4 | -10
CCc1ccc(OCc2nnc(SCc3ccc(C(=O)O)cc3)o2)cc1 | -8 | -6 | / | 2 | -2 | 0 | -10 | /
COC(=O)c1c(NC(=O)/C=C/C(=O)O)sc(Cc2ccccc2)c1C | 1 | / | / | 0 | 0 | / | / | -5

Pulled by structure from the entries so far, 6 records:
SMILES | esBAF inh | ERp5 block | E-selectin induc | PglD inh | RAD54 inh | Casp6 inh | RAD52 inh | ARNT-TACC3 inh
CC(=O)Nc1ccc(NC(=O)C(C)OC(=O)c2c(C)nn(-c3ccccc3)c2Cl)cc1 (centres undefined) | -5 | 11 | / | -2 | -13 | 0 | -21 | /
COc1ccc(NS(=O)(=O)c2ccc3[nH]c(=O)[nH]c3c2)cc1OC | -4 | 1 | -0.3 | 0 | -10 | 0 | -20 | -5
Cc1ccc(C(c2sc3nc(C)nn3c2O)N2CCN(c3ccccc3F)CC2)cc1 (centres undefined) | -9 | / | / | 3 | -5 | / | / | 6
COc1ccc(/C=C/C(=O)Nc2ccccc2Cl)cc1S(=O)(=O)N1CCOCC1 | 17 | 0 | -0.2 | 2 | 9 | -2 | -2 | -1
O=C(Nc1ncccc1Cl)c1cc2ccccc2o1 | ? | 3 | 0.2 | 3 | -1 | 0 | -20 | 5
OCC1(Cc2cccc(C(F)(F)F)c2)CCN(Cc2cc(F)cc(F)c2)CC1 | -2 | 4 | 0.0 | -5 | 3 | / | 0 | 5

(list continues)
SMILES | esBAF inh | ERp5 block | E-selectin induc | PglD inh | RAD54 inh | Casp6 inh | RAD52 inh | ARNT-TACC3 inh
COc1ccc(NC(=O)Nc2ccc3c(c2)C(=O)N([C@H](C)CO)C[C@@H](C)[C@H](CN(C)C(=O)NC2CCCCC2)OCCCC[C@H](C)O3)cc1 | 6 | 0 | -0.2 | 2 | -3 | 0 | 0 | 11
COc1ccc(NC(=O)COc2cccc3c2CCNC3=O)cc1 | / | -7 | 3.1 | / | / | 3 | -2 | -1
C=CCNCCCCOc1ccc(C)cc1[N+](=O)[O-] | -6 | / | / | 3 | 1 | / | / | -3
O=C(CN1CCOCC1)N[C@@H]1CC[C@@H](CCn2cc(C3CCCC3)nn2)O[C@@H]1CO | / | 4 | 0.0 | / | / | 1 | -13 | /
CCOc1cc(N2CCOCC2)c(OCC)cc1NC(=O)CN1CCSC1=O | -2 | 0 | -0.5 | 2 | 7 | 13 | -3 | -9
O=C1C=CC(=NN=C(c2ccccc2)c2ccccc2)C=C1 | / | 6 | 0.1 | / | / | 4 | -5 | /
C=CCn1cnc2c(nnn2Cc2ccc(F)cc2)c1=O | 0 | 9 | 0.2 | 2 | -1 | -1 | -15 | -4
COCC(N)(c1ccccc1)c1nc2ccccc2n1C (centres undefined) | 0 | / | / | 5 | 8 | / | / | 21
CC(=O)N1[C@H](C(=O)NC2CCC2)[C@@H](CO)[C@@H]2Cn3c(ccc(C4=CCCC4)c3=O)[C@@H]21 | / | 3 | 0.1 | / | / | 0 | -25 | /
Cc1ccc(NC(=O)CN(C)C2CCCCC2)cc1Cl | -1 | 1 | / | -2 | 1 | -1 | -4 | -5
COc1cccc(-n2cnc3sc4c(c3c2=O)CCC4)c1 | / | -16 | / | / | / | 0 | -28 | 8
COc1cc(-c2ccc3c(=O)c4ccccc4n(C)c3c2)cc(OC)c1OC | 13 | 1 | 0.4 | -6 | 13 | 3 | 0 | -4
O=C(C[C@H]1CC[C@H]2[C@@H](COC[C@H](O)CN2C(=O)Nc2ccccc2)O1)NC1Cc2ccccc2C1 | 6 | -5 | 0.0 | 0 | 8 | 1 | / | 1
